# ERAP1 HTS inh – human ERAP1 aminopeptidase inhibitors, primary screen, biochemical, single point, plate reader | Endoplasmic reticulum aminopeptidase 1 (Homo sapiens), Q9NZ08 | hit rate 0.15% among 340,000 | AID 652197, 2013 | recombinant ERAP1, Leu-AMC fluorescence, 60 min | inhibition, % at 10.7 µM;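 active = mean replicate inhibition of at least 30%, or all replicates individually reaching that 30% level; inactive = mean below 30% and not every replicate reaching it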;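 note: 0% = neutral control wells and 100% = L-leucinethiol positive control wells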
# Target sequence (Q9NZ08 whole entry, looked up): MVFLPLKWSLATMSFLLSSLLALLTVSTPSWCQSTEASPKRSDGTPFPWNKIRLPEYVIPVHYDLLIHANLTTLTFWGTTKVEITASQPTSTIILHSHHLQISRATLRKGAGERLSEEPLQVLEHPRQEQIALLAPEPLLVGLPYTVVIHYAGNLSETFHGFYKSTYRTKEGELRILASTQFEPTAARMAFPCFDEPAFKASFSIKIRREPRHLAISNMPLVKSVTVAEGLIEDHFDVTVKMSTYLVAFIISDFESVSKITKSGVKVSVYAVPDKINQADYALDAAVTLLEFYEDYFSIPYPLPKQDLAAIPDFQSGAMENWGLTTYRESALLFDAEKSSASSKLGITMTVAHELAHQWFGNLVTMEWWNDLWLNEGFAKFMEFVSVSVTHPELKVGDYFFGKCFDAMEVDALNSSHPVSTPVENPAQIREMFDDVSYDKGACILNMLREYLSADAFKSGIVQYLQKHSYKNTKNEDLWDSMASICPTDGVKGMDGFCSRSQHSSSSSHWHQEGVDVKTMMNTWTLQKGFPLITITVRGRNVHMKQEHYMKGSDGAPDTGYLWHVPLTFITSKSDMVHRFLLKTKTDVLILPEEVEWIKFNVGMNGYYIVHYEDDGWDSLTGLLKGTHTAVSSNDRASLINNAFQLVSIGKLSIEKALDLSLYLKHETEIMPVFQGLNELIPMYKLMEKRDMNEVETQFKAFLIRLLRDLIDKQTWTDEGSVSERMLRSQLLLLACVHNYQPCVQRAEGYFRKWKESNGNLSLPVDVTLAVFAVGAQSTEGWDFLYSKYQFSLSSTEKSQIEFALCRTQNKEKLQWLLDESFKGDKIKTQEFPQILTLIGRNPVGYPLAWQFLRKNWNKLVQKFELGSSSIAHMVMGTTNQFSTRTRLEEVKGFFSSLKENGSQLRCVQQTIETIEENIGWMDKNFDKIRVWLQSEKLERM
# PGC1a acetyl inh – inhibitors of PGC1a acetylation signal, primary screen, cell-based, U2OS, AlphaScreen, inhibitor mode. AlphaScreen anti-acetyl-lysine; with virally co-expressed GCN5 acetyltransferase. inhibition, % at 15.6 µM. hit rate 0.17% among 350,000. AID 651687, 2012;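 active = every replicate shows inhibition of at least 40%; inconclusive = mean inhibition at least 40% but some replicate below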;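 note: 0% = neutral control wells and 100% = positive control wells; some results beyond the cut were filed as inactive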
# RAD52 inh – RAD52 DNA annealing inhibitors, primary screen, biochemical, FRET, single point, set 2 | hit rate 0.46% among 360,000 | recombinant RAD52 DNA annealing, FRET fluorescence | inhibition, % at 18.7 µM;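 active = every replicate showing at least 50% inhibition; inconclusive = mean inhibition at least 50% but not in every replicate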
# * = called active by the depositor; ? = inconclusive.
# Start of the data: the first 6 entries, to show the layout:
ERAP1 HTS inh	PGC1a acetyl inh	RAD52 inh	mol
-2	-1	-14	CCOC(=O)NC(=O)/C(N=Nc1cc(C)cc(C)c1)=C(\C)O
-3	11	-25	CC(=O)N[C@H]1C[C@@H]2O[C@@H](CO)CC[C@@H]2O[C@@H]1CCc1ccc(C#CC2(O)CCCC2)cc1
-1	24	-3	O=C(c1ccc(N2CCOCC2)c([N+](=O)[O-])c1)N1CCN(S(=O)(=O)c2cccs2)CC1
1	2	-3	CCC(=O)N[C@H]1C[C@@H]2O[C@@H](CO)CC[C@@H]2O[C@@H]1CCc1ccc(-c2cccc(OC)c2)cc1
5	5	-14	CC(=O)NS(=O)(=O)c1ccc(N=NN2CCCCCC2)cc1
-18	0	-6	COc1cc2[nH]c(=S)n(Cc3ccccc3)c(=O)c2cc1OC

# All compounds of this part, from the first entry:
ERAP1 HTS inh	PGC1a acetyl inh	RAD52 inh	mol
-2	-1	-14	CCOC(=O)NC(=O)/C(N=Nc1cc(C)cc(C)c1)=C(\C)O
-3	11	-25	CC(=O)N[C@H]1C[C@@H]2O[C@@H](CO)CC[C@@H]2O[C@@H]1CCc1ccc(C#CC2(O)CCCC2)cc1
-1	24	-3	O=C(c1ccc(N2CCOCC2)c([N+](=O)[O-])c1)N1CCN(S(=O)(=O)c2cccs2)CC1
1	2	-3	CCC(=O)N[C@H]1C[C@@H]2O[C@@H](CO)CC[C@@H]2O[C@@H]1CCc1ccc(-c2cccc(OC)c2)cc1
5	5	-14	CC(=O)NS(=O)(=O)c1ccc(N=NN2CCCCCC2)cc1
-18	0	-6	COc1cc2[nH]c(=S)n(Cc3ccccc3)c(=O)c2cc1OC
-2	-6	-6	O=S(=O)(Nc1ncccn1)c1ccc(NS(=O)(=O)c2cccc(Cl)c2Cl)cc1
-5	-17	-11	Cc1cc2nc3c(c(C(F)(F)F)n2n1)CCCC3
0	3	-19	O=C(CN(Cc1cccs1)C(=O)CCC(=O)Nc1ccccn1)NCc1ccccc1
2	7	-12	CCN(CC)S(=O)(=O)c1ccc(S(=O)(=O)N2CCCC2)cc1
2	4	7	C[C@H](CO)N1C[C@H](C)[C@@H](CN(C)C(=O)NC2CCCC2)Oc2ncc(C3=CCCC3)cc2C1=O
16	7	-15	CSc1ccc(/C=N/Nc2ccc(Cl)c(C(=O)O)c2)cc1
-1	-14	1	COc1ccc(-c2nc(C)sc2CC(=O)O)cc1OC
10	-5	4	CC1=C(C(=O)Nc2ccccn2)C(c2ccc(Cl)cc2Cl)NC(=S)N1 (stereo not drawn)
14	4	-8	COc1ccc(C)cc1NC(=O)c1nnn(Cc2cccc(C(F)(F)F)c2)c1N
-2	7	-7	O=C(O)COCC(=O)N1CCN(C(c2ccccc2)c2ccccc2)CC1
0	-2	-13	COc1ccc(CCNC(=O)c2cn3ccc(C)cc3n2)cc1OC
6	13	-22	CCCCOc1ccc(C(=O)N/C(=C/c2cccc([N+](=O)[O-])c2)C(=O)O)cc1
0	8	-13	Cc1nn(-c2ccccc2)c(Cl)c1C(=O)NC1CCCCC1
0	7	-7	Cc1ccc2cc(CCNC(=O)C(=O)c3c[nH]c4ccccc34)c(=O)[nH]c2c1
-3	-5	-9	COC(=O)c1c(N)sc(Cc2ccccc2)c1C
2	36	-4	CC(C)C(=O)Nc1nnc(Cc2c[nH]c3ccccc23)s1
-1	-4	-17	CCOC(=O)c1c(C)[nH]c(C(=O)C(C)Cl)c1C (stereo not drawn)
9	5	-2	O=C(c1cccc([N+](=O)[O-])c1)N1CCN(Cc2ccc3c(c2)OCO3)CC1
-3	-8	-10	Cc1cc(C)n(-c2ccc(C(=O)Nc3cccc([N+](=O)[O-])c3)cc2)n1
0	0	-14	Cc1ncoc1C(=O)N1CCCC(C(=O)c2ccc(Oc3ccccc3)cc2)C1 (stereo not drawn)
1	0	-10	Cc1cc(C)cc(NC(=O)C2CCCN2C(=O)NC2CCCCC2)c1 (stereo not drawn)
4	6	-9	COC(=O)Cn1cc(/C=N/NC(=O)COc2cccc3cccnc23)c2ccccc21
0	-1	5	COc1ccc(-n2nc(C(=O)NCC(=O)NCc3ccccc3OC)c3ccccc3c2=O)c(OC)c1
6	-1	-20	COCC(C)Nc1ccc(S(=O)(=O)N2CCCC2)cc1[N+](=O)[O-] (stereo not drawn)

# Rewritten with tabs: part of the list above.
smiles	ERAP1 HTS inh	PGC1a acetyl inh	RAD52 inh
COc1cc2[nH]c(=S)n(Cc3ccccc3)c(=O)c2cc1OC	-18	0	-6
O=S(=O)(Nc1ncccn1)c1ccc(NS(=O)(=O)c2cccc(Cl)c2Cl)cc1	-2	-6	-6
Cc1cc2nc3c(c(C(F)(F)F)n2n1)CCCC3	-5	-17	-11
O=C(CN(Cc1cccs1)C(=O)CCC(=O)Nc1ccccn1)NCc1ccccc1	0	3	-19
CCN(CC)S(=O)(=O)c1ccc(S(=O)(=O)N2CCCC2)cc1	2	7	-12
C[C@H](CO)N1C[C@H](C)[C@@H](CN(C)C(=O)NC2CCCC2)Oc2ncc(C3=CCCC3)cc2C1=O	2	4	7

# (list continues)
ERAP1 HTS inh	PGC1a acetyl inh	RAD52 inh	mol
-2	-3	-10	O=C1CSC(c2ccccc2[N+](=O)[O-])N1c1ccc(O)cc1 (stereo not drawn)
-2	1	1	COCCSc1ccccc1C(=O)Nc1ccc2c(c1)OCO2
-3	13	-2	CCCc1c(O)nc(SC2CC(=O)N(c3ccc(OC)cc3)C2=O)[nH]c1=O (stereo not drawn)
0	-3	-9	CCCCCCCSc1nnc(N)s1
2	6	-8	CCOC(=O)C1(Cc2cccc(OC)c2)CCCN(C(=O)c2cc(C)[nH]n2)C1 (stereo not drawn)
4	9	-12	COc1ccc(CCNC(=O)CC2SC(=Nc3cc(C)cc(C)c3)NC2=O)cc1OC (stereo not drawn)
4	-8	-20	O=C(NNc1ccc([N+](=O)[O-])cc1)c1ccccc1F
-4	1	1	O=C(/C=C/c1ccc(S(=O)(=O)N2CCOCC2)cc1)N1CCN(c2ccc(F)cc2)CC1
3	4	17	C[N+]1(CC(=O)OC2CCCCCCCCCCC2)CCCC1
-2	-5	-14	O=C1CC(c2ccccc2)=Nc2ccc(Br)cc2N1
-5	9	-12	CC(=O)Nc1ccc(C2=NN(c3ccccc3)C(c3cccs3)C2)cc1 (stereo not drawn)
6	1	-13	O=[N+]([O-])c1cc(C(F)(F)F)ccc1SCC(O)CO (stereo not drawn)
-1	?	-172	O=C(Nc1nc2c(s1)CN(Cc1ccccc1)CC2)c1c(F)cccc1F
-4	-6	-13	COc1cccc(C(=O)NNC2OC(CO)C(O)C2O)c1 (stereo not drawn)
5	-13	-12	CCN1CCCC1CN(Cc1cc2ccc(C)cc2[nH]c1=O)C(=S)Nc1ccccc1C(=O)OC (stereo not drawn)
2	6	6	Cc1noc(C)c1NC(=O)Nc1ccc2c(c1)C(=O)N([C@H](C)CO)C[C@@H](C)[C@@H](CN(C)Cc1ccc(C(=O)Nc3ccccc3N)cc1)O2
5	-3	-7	CC(C)(C)n1nnnc1C(c1cccc(C(F)(F)F)c1)N1CCC(O)CC1 (stereo not drawn)
2	4	-13	Cc1ccc(-c2ccc3nnc(SCC(=O)NCC4CCCO4)n3n2)cc1 (stereo not drawn)
-4	2	-1	CCOC(=O)/C(C#N)=C/Nc1ccccc1NS(=O)(=O)c1ccc(C)c(C)c1
-1	-13	-6	CCOC(=O)C(c1ccccc1)C(Nc1ccc(F)cc1)c1ccccn1 (stereo not drawn)
9	-1	-1	O=C(O)C1CC=CCC1C(=O)NNS(=O)(=O)c1ccccc1 (stereo not drawn)
-2	-2	-11	Clc1cc2c(nn1)Nc1ccccc1S2
2	-12	-18	CN(C(=O)CSc1nc2cc(Cl)ccc2c(=O)n1Cc1ccco1)C1CCS(=O)(=O)C1 (stereo not drawn)
9	3	-11	CSC1=N/C(=C\c2ccccc2C)C(=O)S1
3	-2	1	C/C=C/C(=O)OCC(=O)Nc1cccc(S(=O)(=O)NC2=NCCCCC2)c1
-1	-19	6	COc1cccc(-c2ccc(CC[C@H]3O[C@H]4CC[C@@H](CO)O[C@H]4C[C@H]3NS(C)(=O)=O)cc2)c1
-1	8	-14	COc1ccccc1NCC(=O)N/N=C/c1sccc1C
-4	2	-5	CC(C)CC(=O)Nc1ccc2c(c1)OCO2
0	3	-29	O=C(CCS(=O)(=O)c1ccccc1)NCCS(=O)(=O)c1ccccc1
2	-6	-4	COc1ccccc1NC(=O)N1CCCCN2[C@@H](CO)[C@@H](c3ccc(C#CC4CC4)cc3)[C@@H]2C1

# An excerpt from above in order of formula weight, ascending:
ERAP1 HTS inh	PGC1a acetyl inh	RAD52 inh	mol
0	8	-13	Cc1nn(-c2ccccc2)c(Cl)c1C(=O)NC1CCCCC1
-3	-8	-10	Cc1cc(C)n(-c2ccc(C(=O)Nc3cccc([N+](=O)[O-])c3)cc2)n1
0	-1	5	COc1ccc(-n2nc(C(=O)NCC(=O)NCc3ccccc3OC)c3ccccc3c2=O)c(OC)c1

# Continuation:
ERAP1 HTS inh	PGC1a acetyl inh	RAD52 inh	mol
-1	9	-21	COc1cc(/C=N/NC(=O)CC#N)cc(Br)c1O
3	-3	-12	CC(C)NC(=O)COC(=O)c1ccc(S(=O)(=O)N2CCCC2)cc1
4	-9	-7	CCCC(=O)NCn1nnc(-c2ccc(Cl)cc2)n1
2	1	-7	COC(=O)c1cccnc1NC(=S)NC(C)C
-3	5	-9	OCCN(CC#CCC(O)(c1ccccc1)C1CCCC1)CCO (stereo not drawn)
-2	-2	-6	CC(=O)Nc1ccc(C(=O)N/N=C/C2CC3C=CC2C3)cc1 (stereo not drawn)
-1	4	-13	O=C(O)c1ccc(N=NN2CCCC2)cc1
3	4	6	CNc1[nH]ncc1[N+](=O)[O-]
-4	6	-16	O=C(Cc1ccc(F)cc1)Nc1cccc(-c2ccc3nncn3n2)c1
-6	-13	-5	Oc1ccc(Br)cc1C=Nc1cccn2cc(-c3ccccc3)nc12
6	-7	-16	O=C(Nc1ccc(F)cc1)c1ccc(-n2cncn2)c([N+](=O)[O-])c1
-1	-17	-17	Cc1c(C(=O)NN2CCOCC2)oc2c1ccc1ccccc12
1	-2	-13	Cc1ccc(NC(=O)Cn2nnc3ccccc32)c(C)c1
2	-6	-15	O=C1CS/C(=N/N=C/c2cccs2)N1
-2	-1	-8	CCc1ccc(NC(=O)C(C)OC(=O)C2CCC(=O)N2)cc1 (stereo not drawn)
-2	2	-27	CCOC(=O)c1c(C)[nH]c(C(=O)COC(=O)[C@H](C)NC(=O)c2ccccc2Cl)c1C
5	7	-7	O=C(c1cccc(C(F)(F)F)c1)c1c[nH]c(C(=O)NCC2CCCO2)c1 (stereo not drawn)
-3	2	-66	Fc1ccc(NCc2cccnc2)cc1F
22	-6	-21	COc1ccc(OC)c(NC(=O)Cn2c(CCC(=O)O)ccc2-c2ccc(C)cc2)c1
-59	6	-11	COc1ccccc1/C=C1\SC(=S)N(C(C(=O)O)c2ccccc2)C1=O (stereo not drawn)
-1	3	-5	NS(=O)(=O)c1ccc(NC(=O)CCCC(=O)O)cc1
3	0	-8	O=C(CSc1nnnn1C1CCCCC1)NCc1cccs1
-1	5	3	Cc1[nH]c(=S)[nH]c(=O)c1Cc1ccc(OCC(C)C)cc1
6	-39	47	CN(C)CCCC1Sc2ccccc2Sc2ccccc21 (stereo not drawn)
-1	-10	-13	COC(=O)Cn1c2ccc(Cl)cc2c2nc(C)sc21
5	9	-12	CCc1nnc(NS(=O)(=O)c2ccc(Nc3ccc4nonc4c3[N+](=O)[O-])cc2)s1
-8	2	-3	CCOC(=O)c1c(NC(=O)C2C3CCC(O3)C2C(=O)O)sc2c1CCCC2 (stereo not drawn)
-1	-3	-8	CCn1c(N2CCN(S(=O)(=O)CC)CC2)nc2ccccc21
-2	1	-8	CSc1nnc([C@@H]2CCCN2C(=O)OC(C)(C)C)o1
1	0	-9	COc1ccc(CCNC(=S)NC(=O)c2ccc(Br)cc2)cc1OC

# Looked up by structure from the list above, two records:
ERAP1 HTS inh	PGC1a acetyl inh	RAD52 inh	mol
3	4	6	CNc1[nH]ncc1[N+](=O)[O-]
-2	1	-8	CSc1nnc([C@@H]2CCCN2C(=O)OC(C)(C)C)o1

# (further entries)
ERAP1 HTS inh	PGC1a acetyl inh	RAD52 inh	mol
4	4	-13	Cc1ccc(NC(=O)/C=C/c2ccc3c(c2)OCO3)nc1
2	4	-7	O=C(Cc1ccccc1[N+](=O)[O-])Nc1ccccc1C(=O)N1CCCC1
-2	5	-4	O=C(CN1CCN(Cc2ccccc2)CC1)N1N=CCC1c1ccccc1 (stereo not drawn)
0	-5	-23	O=C(/C=C/c1ccc(Cl)c(Cl)c1)NC1=NCCS1
1	4	6	CCCNC(=O)N1CC(=O)N2[C@H](C1)[C@H](c1ccc(C#Cc3cccc(OC)c3)cc1)[C@@H]2CO
8	1	0	CN(C)Cc1c(O)ccc2c(-c3ccccc3)cc(=O)oc12
-1	2	-10	CC(OC(=O)c1ccc2c(=O)n3c(nc2c1)CCC3)C(N)=O (stereo not drawn)
-2	-1	-4	COC(=O)c1cc(Sc2c(Cl)cccc2Cl)ccn1

# Source: PubChem (Broad Institute)

# This is a subset (hit frequency here may not be typical).
